Bioassay records deposited in PubChem by Broad Institute.
DENV2 CPE rescue: inhibitors of DENV2 cytopathic effect | DENV2-infected cells, cytopathic effect rescue, plate reader | CPE inhibition, % at 9.99 µM | actives 1.7% (n = 350,000); in the data active = CPE inhibition above about 20%, passing the limit was not always enough; inconclusive = no clear call, values can overlap the other calls; tested in BHK-21 cells;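 note: 0% = median of neutral control wells and 100% = median of positive control wells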
FN deposit inh: fibronectin deposition inhibition; AH1F fibroblasts, Alexa488-fibronectin deposition fluorescence, overnight; actives 0.086% (n = 350,000); AID 743247; inhibition, % at 12.6 µM;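 active = mean inhibition across replicates of 30% or more, regardless of how many single replicates reach that level; inconclusive = mean under 30% yet at least half of replicates reach 30%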;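 note: positive control wells lacked labelled fibronectin entirely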
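Material: AH1F fibroblast monolayer depositing Alexa488-labelled fibronectin into matrix | Input: 10000 AH1F cells/well | Medium: DMEM plus 2% serum, read in PBS | Reagent: Alexa488-fibronectin, 24 nM final in well | Compound dosing: One dose per compound, pinned | Schedule: 1 h adhesion, overnight exposure | Measured by: Fluorescence at 485 nm excitation, 525 nm emission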
miR-122 sensor: blocks miR-122 activity in Huh7 sensor cells. Huh7 miR-122 Renilla luciferase sensor, 48 h; neutral wells = 0, positive control = 100. activation (reporter increase), % at 12.5 µM. actives 0.3% (n = 340,000). AID 602342;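 active = mean replicate activation score at least 90 and every replicate individually at or above 90; inconclusive = only one of the two criteria met; inactive = neither criterion met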;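 note: higher luciferase means less miR-122 activity so hits act as miR-122 inhibitors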
INS-1E GSIS act: GLuc luminescence reporter in INS-1E cells, primary screen for activators of glucose-dependent secretion of insulin | INS-1E GLuc reporter insulin secretion, 2-3 h | actives 0.61% (n = 370,000) | activation, % at 16.6 µM;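 active = lowest replicate activation of at least 40%, so every replicate reaches that level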;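 note: 0% = median of neutral control wells and 100% = median of IBMX positive control wells; some compounds called inactive have numbers as strong as hits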
EWS-Fli block: EWS/Fli transcriptional activity inhibition; actives 0.67% (n = 350,000); A673 NR0B1-luciferase reporter, viability-normalised; inhibition, % at 12.6 µM; AID 651661;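 active = mean inhibition of at least 50% after viability correction, with every replicate also passing that limit; inconclusive = mean reaches 50% but only one of two replicates passes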;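 note: firefly luciferase signal divided by Alamar Blue viability fluorescence both relative to DMSO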
PAX8 inh HTS: inhibitors of PAX8 transcriptional activity in RMG-I cells; RMG-I TPO-luciferase reporter, SteadyGlo, 24 h; inhibition, % at 12.6 µM; actives 1.2% (n = 360,000);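 active = mean replicate inhibition at least 60% with every replicate also reaching 60%; inconclusive = only one of the two criteria is met; inactive = mean below 60% and not all replicates reaching 60%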;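 note: luciferase light reporting Pax8 driven TPO promoter activity; plate controls were median of neutral control wells for no effect and mitoxantrone controls for full effect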
CFTR F508del cor: CFTR F508del correction in bronchial cells; CFBE cells, YFP halide quenching; stimulated with forskolin plus potentiator P3; % fluorescence drop versus neutral controls; actives 0.36% (n = 350,000); AID 720511; activity (quench increase), % at 7.58 µM;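 active = mean added fluorescence quench of at least 8% versus neutral control, with both replicates also reaching 8%; inconclusive = only one of the mean or replicate conditions met; inactive = mean below 8% and not both replicates reaching 8%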;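 note: cells transiently co-express mutant CFTR-F508del with the halide-sensitive YFP; corrector assay measuring rescue of mutant channel to the surface after 24 h compound exposure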
The depositor's hits bear a star; ? = inconclusive; · = no result given; & = joins results of further samples; ! = repeats disagree; [ ] = dose if it differs, or a comment. The order is random; any-hit rate near 3.9%.

SMILES	DENV2 CPE rescue	FN deposit inh	miR-122 sensor	INS-1E GSIS act	EWS-Fli block	PAX8 inh HTS	CFTR F508del cor
C=C[C@H]1C(C(=O)OCC)=CC[C@@H](c2ccccc2)N1S(=O)(=O)c1ccc(C)cc1	-5	-8	4	-2	13	-5	-3.0
CC(C)C[C@H](NC(=O)C1CC(=O)N(c2ccc3c(c2)OCCO3)C1)C(=O)NC1CCCC1 (some centres not stated)	9	-11	-9	-8	3	5	2.9
CC1(OC(=O)CCc2ccccc2)C(=O)C=C2C=C(c3ccc(C#N)cc3)N(CC3CC3)C=C2C1=O (configuration not stated)	12	-1	3	-4	-5	15	-6.0
Cc1cccc(NS(=O)(=O)c2cccc(C(=O)NCC(c3ccc(F)cc3)N3CCOCC3)c2)c1 (configuration not stated)	2	-3	49	-32	-16	8	-1.4
Cc1ccc(CN2C(=O)CSCC2(C)C(=O)Nc2c(C)cccc2C)cc1 (configuration not stated)	-3	-4	·	-18	4	-27	1.5
Cc1noc(C)c1S(=O)(=O)Nc1ccc2c(c1)C(=O)N([C@@H](C)CO)C[C@@H](C)[C@@H](CN(C)S(=O)(=O)c1ccc(Cl)cc1)OCCCC[C@H](C)O2	-1	-8	-1[16.7 µM]	-4	-2	50	6.5
COc1ccc(-c2csc(CCN3N=C(C)CC3=O)n2)cc1	-4	1	-11	·	12	-21	-2.0
Cc1ccc(NC(=O)CCC(=O)NNC(=O)c2cccs2)cc1C	0	·	4	-16	5	·	-2.5
CN(C)c1ccc(C(=O)N2CCN(C(=O)C3CCCO3)CC2)cc1 (configuration not stated)	12	-6	·	-26	-9	-5	1.9
C[C@H](CO)N1C[C@H](C)[C@H](CN(C)C(=O)[C@H](C)c2ccccc2)OCc2ccccc2-c2c(n(C)c3ccccc23)C1=O	-2	9	·	-16	-1	13	-1.1
C[C@@H]1CN([C@@H](C)CO)C(=O)c2cccc(NC(=O)C3CCCCC3)c2O[C@H]1CN(C)C(=O)Nc1ccccc1	8	·	-1[16.7 µM]	7	-3	-6	-2.7
Cc1nn(-c2ccccc2)c(NC(=O)c2ccccc2)c1Br	-1	6	·	4	3	6	4.3
CCN(CC)CCN1C(=O)C(=O)/C(=C(/O)c2c(C)[nH]c(C(=O)OC)c2C)C1c1cccnc1 (configuration not stated)	·	-8	-13	·	·	-5	·
CC(c1ccco1)N(C(=O)CSc1ccc(Br)cc1)c1ccccn1 (configuration not stated)	·	-18	?	·	·	-13	·
COc1cccc(-c2ccc3c(c2)[C@@H]2[C@@H](CCN2C(=O)Cc2ccccc2)[C@H](CO)N3)c1	-25	-7	-6[16.7 µM]	6	6	24	4.5
Cc1cc(NC(=O)Nc2cc(Cl)ccc2C)no1	-3	1	·	8	14	-5	0.9
COc1cc(-c2nnc(SCC(=O)Nc3ccc(C(=O)O)cc3)o2)cc(OC)c1OC	9	1	-7	16	-3	-10	1.0
O=C(Nc1ccc(Cl)c(Cl)c1)Nc1nnc(CC2=CCCCC2)s1	-4	-1	·	-1	20	-3	6.6
CCCCNC(=O)C(=O)NCC1CCCN1S(=O)(=O)c1cccs1 (configuration not stated)	-5	2	-5	25	3	-4	0.0
Nc1ccn(CC(=O)NCc2ccccn2)c(=O)n1	·	5	-3	-2	-3	0	-1.8
Cc1cc(/C(O)=C2\C(=O)C(=O)N(CCN(C)C)C2c2ccncc2)ccc1OCc1ccccc1 (configuration not stated)	·	-1	-15	6	·	-3	·
Cc1ccc(CNC(=O)c2ccc([N+](=O)[O-])o2)cc1	·	6	-8	·	·	17	·
COc1ccc2c3c([nH]c2c1)[C@@H](CO)N(Cc1ccccc1F)CC31CCN(C(=O)C2CCOCC2)CC1	0	·	·	2	14	·	-1.2
Cn1c(C(=O)OCC(=O)NCc2ccc(F)cc2)cc2occc21	-1	4	·	44	8	-7	-0.4
COc1ccc(NS(=O)(=O)c2ccc(C)c(C(=O)NCc3cccnc3)c2)cc1	3	·	-1	-3	3	4	-1.4
Carrying on.
SMILES	DENV2 CPE rescue	FN deposit inh	miR-122 sensor	INS-1E GSIS act	EWS-Fli block	PAX8 inh HTS	CFTR F508del cor
COc1cccc(CN2[C@@H](CO)[C@@H](c3ccccc3)C23CN(C(=O)C2CCC2)C3)c1	-3	-2	·	-14	-7	·	1.9
CNC(=S)N/N=C1\CC(c2ccccc2)Oc2ccccc21 (configuration not stated)	·	-2	-6	5	11	-13	-0.4
C[C@@H]1CN([C@H](C)CO)S(=O)(=O)c2ccc(C#CC3(O)CCCC3)cc2O[C@@H]1CN(C)C	?	2	-2[16.7 µM]	14	7	·	0.1
CCN(C(=O)COC(=O)CCOc1cc(C)ccc1C)c1c(N)n(Cc2ccccc2)c(=O)[nH]c1=O	-10	·	·	-32	4	7	0.9
O=C(Nc1ccc2c(c1)[C@@H]1C[C@@H](CC(=O)N3CCCCC3)O[C@@H](CO)[C@@H]1O2)C1CCOCC1	4	·	3[16.7 µM]	3	-2	10	-1.5
O=C(CSc1cccs1)Nc1ccc(Cl)cc1	-8	-3	·	-21	-24	-65	0.1
NCCNc1ccc([N+](=O)[O-])c(Sc2nc3ccccc3[nH]2)c1	·	6	·	5	·	15	·
O=C(CN1CCOCC1)N1CC[C@@H]2[C@H]1c1cc(-c3ccc(F)cc3)ccc1N[C@@H]2CO	·	10	-6[16.7 µM]	12	-6	-21	-1.1
CC(OC(=O)c1cnc(Cl)c(Cl)c1)C(=O)NCc1ccccc1 (configuration not stated)	-6	-5	·	-2	14	13	-2.0
COCC(=O)N1C[C@@H]2[C@H](c3ccccc31)[C@H](CO)N2Cc1ccccc1	1	·	14[16.7 µM]	11	-8	4	1.1
C[C@@H]1CN([C@@H](C)CO)C(=O)c2cc(NC(=O)CCCN(C)C)ccc2O[C@@H](C)CCCCO[C@H]1CN(C)C(=O)CCC(F)(F)F	-4	1	11[16.7 µM]	1	-17	-8	-1.0
O=C(CN1C(=O)/C(=C/c2ccccc2)SC1=S)NNC(=O)c1ccccc1O	7	5	0	-11	1	20	1.9
COCC#Cc1ccc([C@H]2[C@@H](CO)N3C(=O)CN(C(=O)C4CCC4)C[C@H]23)cc1	-1	-2	·	-14	-2	-6	-1.1
COCCNC(=S)N/N=C(\C)c1ccc(Cl)s1	7	3	·	-1	18	-10	-3.2
C[C@H](CO)N1C[C@H](C)[C@H](CN(C)Cc2ccc(Oc3ccccc3)cc2)Oc2ccc(NC(=O)Cc3ccccc3)cc2C1=O	-4	10	0[16.7 µM]	-19	14	·	0.6
O=C(C[C@@H]1C=C[C@@H](NC(=O)c2cccnc2)[C@@H](CO)O1)NCCN1CCCCC1	2	8	·	-10	·	·	0.8
CC(C)c1cn(CC[C@H]2CC[C@H](NC(=O)C3CCC3)[C@H](CO)O2)nn1	-2	·	·	3	4	5	-1.9
CCCNC(=O)N(C)C[C@@H]1Oc2cc(-c3ccncc3)ccc2S(=O)(=O)N([C@@H](C)CO)C[C@H]1C	0	·	3[16.7 µM]	27	-8	-18	1.0
O=C1NC(=O)c2c(Br)c(Br)c(Br)c(Br)c21	2	·	·	10	9	0	0.3
Cc1ccc(S(=O)(=O)N(C)C[C@@H]2Oc3cc(C#Cc4ccccc4)ccc3S(=O)(=O)N([C@@H](C)CO)C[C@H]2C)cc1	-6	4	-3[16.7 µM]	-4	-9	9	·
CCc1ccc(N(C(=O)CNC(=O)c2ccco2)C(C(=O)NC2CCCC2)c2cccnc2)cc1 (configuration not stated)	-7	-4	-5	-12	-1	-7	-1.0
C[C@@H]1CCCCO[C@@H](CN(C)S(=O)(=O)c2cccs2)[C@H](C)CN([C@H](C)CO)C(=O)c2cc(NC(=O)Nc3cccc4ccccc34)ccc2O1	?	·	-10[16.7 µM]	13	14	11	-1.1
O=C(Nc1ccccc1)c1nc[nH]c1C(=O)NCc1ccccc1	-1	0	-4	·	15	-6	5.2
CC(C)C(=O)NC(=S)Nc1ccccc1C(=O)NC1CCCCC1	0	2	·	20	14	-7	·
CC1CCCCN1CCCNc1ccc(C(CC(N)=O)NC(=O)Cc2ccc(Cl)cc2)cc1[N+](=O)[O-] (configuration not stated)	-6	-21	·	-3	7	5	-4.1

Another view of part of the listing above.
Values run as follows: DENV2 CPE rescue	FN deposit inh	miR-122 sensor	INS-1E GSIS act	EWS-Fli block	PAX8 inh HTS	CFTR F508del cor
> O=C(Nc1ccc2c(c1)[C@@H]1C[C@@H](CC(=O)N3CCCCC3)O[C@@H](CO)[C@@H]1O2)C1CCOCC1
    4	·	3[16.7 µM]	3	-2	10	-1.5
> O=C(CSc1cccs1)Nc1ccc(Cl)cc1
    -8	-3	·	-21	-24	-65	0.1
> NCCNc1ccc([N+](=O)[O-])c(Sc2nc3ccccc3[nH]2)c1
    ·	6	·	5	·	15	·
> O=C(CN1CCOCC1)N1CC[C@@H]2[C@H]1c1cc(-c3ccc(F)cc3)ccc1N[C@@H]2CO
    ·	10	-6[16.7 µM]	12	-6	-21	-1.1

Later entries
SMILES	DENV2 CPE rescue	FN deposit inh	miR-122 sensor	INS-1E GSIS act	EWS-Fli block	PAX8 inh HTS	CFTR F508del cor
COc1ccc(S(=O)(=O)N(C)C[C@H]2Oc3ccc(NC(=O)CCCN(C)C)cc3C(=O)N([C@@H](C)CO)C[C@H]2C)cc1	33*	·	-3[16.7 µM]	2	-1	-8	-1.4
Cc1[nH]n(C2=NCCS2)c(=O)c1N=Nc1ccccc1	10	-18	·	-2	15	7	0.5
CCc1ccc(NC(=O)C2CCN(c3c(N4CCCC4)c(=O)c3=O)CC2)cc1	?	11	7	4	·	4	-1.2
COc1ccc(C(=O)Nc2ccc3ccccc3n2)c(OC)c1OC	9	7	-6	10	55*	12	3.2
Cc1cc(NN)nc(NS(=O)(=O)c2ccc(Cl)cc2)n1	-4	-5	·	-9	-9	-11	1.0
Cc1ccc(S(=O)(=O)NCCN2CCOCC2)cc1C	3	·	6	11	4	·	1.6
CC(C)(C)[C@H]1C=C(C(=O)NCc2ccccc2)O[C@@H](OCc2ccc(CO)cc2)C1	51*!	-2	·	-18	10&22	-19&5	-6.9&-3.7
O=C(NCCS(=O)(=O)NCc1ccccc1Cl)c1ccc2c(c1)OCO2	11	1	·	0	0	-3	0.4
CCN(CC(=O)Nc1cc(Cl)ccc1C)C(=O)CCOc1ccccc1C	-6	4	7	-21	0	9	-1.3
O=C(O)CN1C(=O)COc2cc(S(=O)(=O)N3CCCC3)ccc21	-4	7	-4	3	-16	0	-6.1
CCOC(=O)C1(C)CCCN1C(=O)c1ccc(C(F)(F)F)nc1C (configuration not stated)	-1	9	-2	-3	12	-6	5.1
C[C@H](O)C#Cc1cnc2c(c1)C(=O)N([C@@H](C)CO)C[C@@H](C)[C@H](CN(C)C(=O)c1ccccc1F)O2	6	·	-8[16.7 µM]	27	-5	·	-1.6
CC(C)NC(=O)N[C@@H]1CC[C@H](CCNC(=O)C2CC2)O[C@H]1CO	6	-6	·	7	-5	-6	1.2
Cn1cnc(S(=O)(=O)N[C@H]2C=C[C@H](CC(=O)NCC3CC3)O[C@H]2CO)c1	19	3	-8[16.7 µM]	-2	1	1	-0.4
CCc1nnc(NC(=O)CN2CCN(S(C)(=O)=O)CC2)s1	12	5	-8	0	-3	1	-0.9
O[C@H]1C[C@H](c2ccc(Cl)cc2)N(Cc2cccs2)C[C@@H]1n1cc(C2CC2)nn1	1	10	22	-5	-77	-38	-0.6
Cc1ccccc1-c1cc2nc(NCCCN(C)C)n(C)c(=O)c2s1	0	3	1	-8	11	20	3.7
O=C1/C(=C\c2ccccc2)CN(C(=O)CCN2CCCCC2)C/C1=C/c1ccccc1	19	10	·	-26	80*	-4	-15
O=C1c2cccc(-c3ccc(C(F)(F)F)cc3)c2C2CC=CCN12 (configuration not stated)	-4	13	-6	-2	5	9	-1.7
